High-throughput results as filed in PubChem BioAssay.
mIAP activ – mouse IAP activation; AID 2805; hit rate 0.24% among 330,000; activation factor at 10 µM; muIAP, CDP-Star luminescence, 30 min; hits give high values; 1 = vehicle-only enzyme signal, 0 = enzyme-free wells;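 active = activation factor of at least 2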; note: the source names both 10 and 20 µM as test concentration; values of inactives mirror those of a sister screen read the other way
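System: Mouse IAP enzyme | Also added: CDP-Star substrate | Dosing: Compounds dispensed in DMSO | Schedule: 30 min enzyme-substrate-compound incubation at room temperature | Technique: Chemiluminescence readout | Control set: DMSO-only wells and no-enzyme negative control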
HKDC1 inhibitor – blocks human hexokinase HKDC1 activity. Q2TB90. recombinant HKDC1, G6PDH/diaphorase resazurin coupled fluorescence. inhibition, % at 20 µM. hit rate 0.16% among 340,000. AID 493160;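 active = inhibition above about 35% when tested at 20 µM, limit read from the data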;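 note: plate controls were DMSO wells with enzyme for no effect and DMSO wells lacking enzyme for full effect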
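System: Recombinant HKDC1 hexokinase | Amount: HKDC1 at 5 µg/mL | Reagent: Glucose with 1 mM ATP | Doses: Single 20 µM dose | Incubation: Reaction time 90 min, room temperature, protected from light | Signal: Coupled resazurin fluorescence, excitation 525 nm, emission 613 nm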
hIAP inh – blocks human intestinal alkaline phosphatase; purified IAP, CDP-Star luminescence, 30 min; inhibition, % at 10 µM; P09923; hit rate 0.12% among 330,000;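 active = inhibition reaching a set limit with compound at 10 µM in the primary screen, cut at about 35% in these data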;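 note: plate controls were DMSO wells with enzyme for no effect and no-enzyme buffer wells for full effect; values of inactives mirror those of a sister screen read the other way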
Target sequence (P09923 whole entry, looked up): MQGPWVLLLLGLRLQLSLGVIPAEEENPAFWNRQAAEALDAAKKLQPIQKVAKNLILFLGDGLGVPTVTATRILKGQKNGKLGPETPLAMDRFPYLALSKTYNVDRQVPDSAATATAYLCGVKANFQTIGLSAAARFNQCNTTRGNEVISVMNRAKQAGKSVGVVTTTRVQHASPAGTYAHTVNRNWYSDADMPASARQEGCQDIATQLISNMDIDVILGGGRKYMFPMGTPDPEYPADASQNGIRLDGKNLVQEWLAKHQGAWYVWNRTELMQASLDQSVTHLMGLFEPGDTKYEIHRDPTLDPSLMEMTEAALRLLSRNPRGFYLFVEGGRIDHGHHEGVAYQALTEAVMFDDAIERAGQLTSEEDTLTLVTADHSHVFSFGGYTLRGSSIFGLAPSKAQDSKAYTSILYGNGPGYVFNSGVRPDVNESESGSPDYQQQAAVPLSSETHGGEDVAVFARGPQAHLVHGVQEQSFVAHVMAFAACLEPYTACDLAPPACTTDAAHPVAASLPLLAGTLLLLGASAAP
PfG6PD inh – PfG6PD (Plasmodium falciparum) enzyme inhibition. AID 504690. PfGluPho enzyme, NADPH resazurin-diaphorase fluorescence. hit rate 0.78% among 350,000. inhibition, % at 20 µM;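 active = inhibition reaching at least a set limit at 20 µM in the primary screen, cut at about 59% in these data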;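 note: 0% = DMSO wells with substrate and 100% = DMSO wells lacking glucose-6-phosphate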
ATG4B inh – inhibitors of human ATG4B cysteine protease; AID 504462; hit rate 0.51% among 340,000; inhibition, % at 8.33 µM; ATG4B cleavage of LC3-PLA2, NBD-HPC fluorescence, 1 h; Q9Y4P1; in the data active = inhibition above about 40%
Target sequence (Q9Y4P1 whole entry, looked up): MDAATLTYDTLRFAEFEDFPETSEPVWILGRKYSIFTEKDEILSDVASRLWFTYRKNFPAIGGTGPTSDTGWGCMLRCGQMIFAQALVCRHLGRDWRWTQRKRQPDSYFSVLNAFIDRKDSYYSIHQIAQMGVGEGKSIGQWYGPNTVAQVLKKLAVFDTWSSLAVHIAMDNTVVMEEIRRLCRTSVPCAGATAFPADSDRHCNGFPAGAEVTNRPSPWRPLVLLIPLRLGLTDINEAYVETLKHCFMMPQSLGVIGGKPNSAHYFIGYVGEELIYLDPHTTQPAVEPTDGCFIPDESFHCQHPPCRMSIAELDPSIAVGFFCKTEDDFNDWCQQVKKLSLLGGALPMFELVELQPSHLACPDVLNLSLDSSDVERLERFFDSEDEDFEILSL
mIAP block – mouse IAP inhibition | purified mouse IAP, CDP-Star luminescence, 30 min | inhibition, % at 10 µM | hit rate 0.2% among 330,000;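 active = inhibition of at least 40% at 10 µM in the primary screen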;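 note: plate controls were DMSO with enzyme for no effect and no enzyme wells for full effect; values of inactives mirror those of a sister screen read the other way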
hIAP activ – human IAP activation. AID 2524. hit rate 0.16% among 330,000. P09923. purified human IAP, CDP-Star luminescence, 30 min; hits give high values; 1 = vehicle-only enzyme, 0 = enzyme-free background. activation factor at 10 µM;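 active = activation factor of the enzyme at least 2-fold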; note: the source names both 10 and 20 µM as test concentration; values of inactives mirror those of a sister screen read the other way
APOBEC3A inh – inhibitors of human APOBEC3A DNA deaminase; P31941; hit rate 0.41% among 330,000; recombinant A3A, FAM/TAMRA ssDNA deamination fluorescence; inhibition, % at 20 µM;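 active = at least 40% inhibition at 20 µM here, with at most 30% in a related deaminase screen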;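 note: plate controls were A3A with DMSO for no effect and wells lacking A3A enzyme for full effect; some results filed as inactive read as strong as hits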
* marks the source's active call; other numbers are inactive results; nt = no result given.

SMILES	mIAP activ	HKDC1 inhibitor	hIAP inh	PfG6PD inh	ATG4B inh	mIAP block	hIAP activ	APOBEC3A inh
CCOc1ccc(C=NC23CN4CN(CN(C4)C2)C3)cc1	0.984	-4.3	-90.0	-18.5	-4.6	1.6	1.9	0.1
COCCCN(C(=O)c1cc(C)oc1C)c1c(N)n(CC(C)C)c(=O)[nH]c1=O	0.953	-6.9	-2.1	-4.0	7.7	4.7	1.02	-0.2
CCCCCCOc1ccc(/C(C)=N/NC2=NCCN2)cc1[N+](=O)[O-]	0.937	11.8	11.1	-6.1	4.2	6.3	0.889	-2.3
Cc1ccc(/C(O)=C2\C(=O)C(=O)N(C)C2c2ccc(Br)cc2)cc1 (stereo not given)	1.01	3.8	6.0	-23.0	-3.4	-0.7	0.94	-6.2
Cn1c(CNC(=O)CCNC(=O)c2cccc(Br)c2)cc(=O)n(C)c1=O	0.949	-4.0	36.9*	-13.6	-0.7	5.1	0.631	-5.5
O=C(NCc1ccncc1)c1ccc(Cl)c(S(=O)(=O)N2CCCCC2)c1	1.04	19.6	-14.2	-11.4	13.9	-4.2	1.14	-2.5
O=C(CCc1ccccc1)NNC(=O)COc1ccc(Cl)cc1	0.889	-8.6	-82.0	11.4	-2.9	11.1	1.82	2.0
O=C(O)Cc1ccc(O)c(F)c1	0.968	-6.4	-14.0	8.2	-6.7	3.2	1.14	3.5
COc1ccc(/C=C2/Sc3ccc(C(=O)N4CCc5ccccc5C4)cc3NC2=O)cc1	0.873	-6.5	10.9	14.5	69.4*	12.7	0.891	-5.2
Cc1c(C(C)O)nnn1-c1nonc1N (stereo not given)	0.991	-5.1	9.2	6.4	-8.9	0.9	0.908	-2.5
Cc1c(C(=O)Nc2ccccc2-c2ccccc2)cccc1[N+](=O)[O-]	0.894	7.7	8.8	-7.8	10.1	10.6	0.912	-0.5
O=C(O)c1ccc(/C=N/Nc2ncc(Cl)cc2Cl)cc1	1.02	-1.2	-1.5	15.4	-0.1	-1.6	1.01	-2.3
CCCc1[nH]c(=O)c(C#N)c2c1CCCC2	1.03	3.8	-15.1	-19.1	3.1	-3.3	1.15	1.9
CCCCn1c(CN2CCOCC2)nc2c1c(=O)n(C)c(=O)n2C	1.09	0.1	12.9	-11.6	2.6	-9.2	0.871	-2.8
O=C(COC(=O)/C=C/c1ccc(F)cc1)Nc1cc(C(F)(F)F)ccc1N1CCOCC1	0.926	-7.6	14.5	3.0	-3.5	7.4	0.855	-0.9
COc1ccccc1CNC(=O)CN(c1ccc(C)cc1)S(=O)(=O)c1c(C)noc1C	0.965	-5.8	38.0*	-1.1	4.8	3.5	0.62	-0.6
O=C(Nc1ccc(F)cc1F)c1cccnc1	1	-0.1	-20.2	16.2	-8.6	-0.5	1.2	-9.8
CC1(C)C[C@@H]2C[C@@](C)(CN2C(=O)c2cc(COc3cccc(C(F)(F)F)c3)on2)C1	0.908	5.0	-5.3	23.0	-0.8	9.2	1.05	0.9
Cc1cccc(C)c1NC(=O)COC(=O)CCC(=O)c1cccs1	1.16	-10.9	-22.0	18.5	13.2	-16.4	1.22	-0.5
O=C(CCC(=O)c1cccs1)NCc1cccnc1	0.903	0.1	-10.4	2.6	-6.1	9.7	1.1	-0.2
Cc1ccc(N(Cc2ccccc2)C(=O)c2cc(S(=O)(=O)N3CCOCC3)ccc2F)cc1	0.907	-0.3	0.9	9.9	-7.0	9.3	0.991	-2.3
O=C(NNC(=S)Nc1ccccc1)c1cccc(Br)c1	1.02	-12.9	-21.9	-10.5	11.5	-2.0	1.22	-9.1
CCOC(=O)CSCc1nc(-c2ccc(Cl)cc2)oc1C	1.15	-5.1	6.2	-5.6	-8.3	-15.3	0.938	-1.5
NC(=O)CSc1nc2c(sc3ccccc32)c(=O)n1CCCC(=O)NCC1CCCO1 (stereo not given)	0.997	-3.2	-15.3	6.2	-4.1	0.3	1.15	2.9
CSCCC1NC2(C(=O)Nc3ccc(Cl)cc32)[C@@H]2C(=O)N(C3CCCC3)C(=O)[C@H]12 (stereo not given in full)	0.969	3.4	0.7	12.2	-12.7	3.1	0.993	9.6
COc1ccnc(N=CNOCc2ccc(F)cc2Cl)c1C#N	0.944	-5.7	-18.7	9.0	6.6	5.6	1.19	-0.3
COc1ccccc1-c1c(C)oc2c(CN3CCCC(C)C3)c(O)ccc2c1=O (stereo not given)	0.913	-1.4	-19.5	-5.2	12.8	8.7	1.2	0.4
Cc1noc(C)c1NC(=O)N(C)C[C@H]1Oc2ccc(NC(=O)c3ccncc3)cc2C(=O)N([C@H](C)CO)C[C@@H]1C	0.967	-0.6	-4.1	45.9	nt	3.3	1.04	-5.7
CS(=O)(=O)c1ccccc1C(=O)N1CCN(S(=O)(=O)c2ccc(C3CCCCC3)cc2)CC1	0.915	1.2	8.9	-2.1	6.3	8.5	0.911	1.9
CC(C)c1cccc(C(C)C)c1NC(=O)COC(=O)c1ccc2c(c1)S(=O)(=O)c1ccccc1C2=O	1.01	-10.6	-18.8	3.7	-1.0	-1.3	1.19	-2.8

A run of entries from the list above, as a working copy:
SMILES	mIAP activ	HKDC1 inhibitor	hIAP inh	PfG6PD inh	ATG4B inh	mIAP block	hIAP activ	APOBEC3A inh
CCOc1ccc(C=NC23CN4CN(CN(C4)C2)C3)cc1	0.984	-4.3	-90.0	-18.5	-4.6	1.6	1.9	0.1
COCCCN(C(=O)c1cc(C)oc1C)c1c(N)n(CC(C)C)c(=O)[nH]c1=O	0.953	-6.9	-2.1	-4.0	7.7	4.7	1.02	-0.2
CCCCCCOc1ccc(/C(C)=N/NC2=NCCN2)cc1[N+](=O)[O-]	0.937	11.8	11.1	-6.1	4.2	6.3	0.889	-2.3
Cc1ccc(/C(O)=C2\C(=O)C(=O)N(C)C2c2ccc(Br)cc2)cc1 (stereo not given)	1.01	3.8	6.0	-23.0	-3.4	-0.7	0.94	-6.2
Cn1c(CNC(=O)CCNC(=O)c2cccc(Br)c2)cc(=O)n(C)c1=O	0.949	-4.0	36.9*	-13.6	-0.7	5.1	0.631	-5.5
O=C(NCc1ccncc1)c1ccc(Cl)c(S(=O)(=O)N2CCCCC2)c1	1.04	19.6	-14.2	-11.4	13.9	-4.2	1.14	-2.5
O=C(CCc1ccccc1)NNC(=O)COc1ccc(Cl)cc1	0.889	-8.6	-82.0	11.4	-2.9	11.1	1.82	2.0
O=C(O)Cc1ccc(O)c(F)c1	0.968	-6.4	-14.0	8.2	-6.7	3.2	1.14	3.5

(more compounds)
SMILES	mIAP activ	HKDC1 inhibitor	hIAP inh	PfG6PD inh	ATG4B inh	mIAP block	hIAP activ	APOBEC3A inh
Cc1cc(-c2nc(C)c(-c3nnc(SCC(=O)Nc4ccccc4)n3C)s2)no1	1.06	-3.6	-5.5	-3.5	-0.1	-6.0	1.05	-0.8
CC(=O)Nc1ccc(S(=O)(=O)N(C)CC(=O)OCC(=O)N(CC(C)C)C2CCS(=O)(=O)C2)cc1 (stereo not given)	0.968	-3.8	8.7	-2.1	-1.6	3.2	0.913	1.1
CC(=Nc1ccc(C)cc1C)c1sc2ccccc2c1O	0.905	10.8	-21.9	10.0	8.5	9.5	1.22	-1.3
O=C(c1cc([N+](=O)[O-])ccc1Cl)N1CCN(Cc2ccc3c(c2)OCO3)CC1	0.997	-9.0	-5.9	-5.7	-0.5	0.3	1.06	2.6
CCOc1ccc(-n2c(SCC(=O)NC3CCS(=O)(=O)C3)nnc2-c2cccnc2)cc1 (stereo not given)	0.97	3.4	1.2	2.7	-5.9	3.0	0.988	3.9
COC(=O)c1c(C)oc2ccc(NS(=O)(=O)c3cccs3)cc12	1.02	0.6	-14.7	-24.0	-1.2	-2.3	1.15	4.7
Cc1c(C(=O)N2CCCCC2)c(S(=O)(=O)N2CCN(c3ccc(F)cc3)CC2)c(C)n1C	1.05	-7.5	-41.9	-15.4	1.1	-5.5	1.42	-6.7
COc1cccc(COC(=O)CSCC(=O)Nc2cccc(C)c2)c1OC	1.06	-6.0	3.2	-6.9	-2.9	-5.9	0.968	-3.3
CC(C)c1ccc(NCCC(=O)c2cccs2)cc1	0.891	10.6	7.4	6.3	3.2	10.9	0.926	-2.4
CC(/C=N/n1cnnc1)=C\c1ccco1	1.06	0.7	-7.9	1.5	-4.5	-6.3	1.08	4.2
CCN(CC)C(=O)CCCC(=O)N(CC)CC	1.11	-9.7	-8.6	10.7	-2.2	-10.9	1.09	-0.9
O=C(Nc1ccccn1)c1cc(-c2cccnc2)nc2ccc(Br)cc12	0.791	-9.0	-1.1	8.5	-10.6	20.9	1.01	5.3
Cc1ccccc1OCCn1cc(C(=S)N2CCCC2)c2ccccc21	0.958	-0.7	15.9	9.4	2.7	4.2	0.841	-1.2
Cc1ccc(SCC(=O)N/N=C/c2ccco2)cc1	0.971	-1.2	6.0	38.4	-1.3	2.9	0.94	-1.8
Cc1ccc(C(=O)c2cc([N+](=O)[O-])ccc2N2CCOCC2)cc1C	1.08	-0.7	-16.7	24.4	-14.2	-8.2	1.17	-4.8
CCOC(=O)CSc1nc2sc3c(c2c(=O)[nH]1)CC(C)(CC)OC3 (stereo not given)	1.03	-4.2	10.6	7.6	3.5	-2.7	0.894	-3.1
O=C(CC(O)(c1ccccc1)C(F)(F)F)c1cccs1 (stereo not given)	1.08	0.1	-0.9	10.7	-16.8	-8.0	1.01	-1.1
COc1ccccc1N1CCN(C(=O)CSc2ncnc3scc(-c4ccccc4)c23)CC1	0.963	-4.2	15.8	-6.2	1.1	3.7	0.842	2.3
Cc1ccc(-c2cc(-c3ccc(C)cc3O)[nH]n2)cc1	1.03	-2.2	6.0	31.1	0.7	-2.9	0.94	-2.9
CCCN1C(=O)c2ccc(C(=O)NC3CCCCC3)cc2C1=O	1.12	-3.7	-16.0	12.3	-4.6	-12.3	1.16	-7.2
O=C(COc1ccc([N+](=O)[O-])cc1)N1CCN(c2nnc(-c3ccccc3)c3ccccc23)CC1	0.802	1.4	5.6	-4.6	-19.3	19.8	0.944	2.7
COCCNC(=O)C(C)OC(=O)C1=Cc2ccccc2OC1 (stereo not given)	0.94	-14.1	8.6	-22.0	0.0	6.0	0.914	3.2
COc1cc(NS(=O)(=O)c2ccc(NC(=O)COc3ccccc3Cl)cc2)nc(OC)n1	0.922	6.8	-24.3	-39.6	6.9	7.8	1.24	-4.0
COc1cccc([C@@H]2CC=C(C(=O)O)[C@H](c3ccc(Cl)cc3)N2S(=O)(=O)c2ccc(C)cc2)c1	0.943	-5.3	-6.2	-6.3	-7.6	5.7	1.06	2.7
Cc1cc(NS(=O)(=O)c2ccc(NC(=O)c3c(F)c(F)c(F)c(F)c3F)cc2)nc(C)n1	1.12	-3.5	-10.8	-12.1	-0.7	-12.5	1.11	13.5
COc1ccc(C(=O)NCCS(=O)(=O)N2CCCCCC2)cc1	1.03	0.0	1.1	-8.1	-2.2	-3.4	0.989	1.7
COc1ccc(N2CC(C(=O)Nc3ccccc3C(=O)NCc3ccco3)CC2=O)cc1 (stereo not given)	0.945	-1.0	-2.9	-1.3	-6.5	5.5	1.03	-2.8
Cn1c(=O)[nH]c(=O)c2c1nc(Br)n2CCSc1ncccn1	1.07	-9.8	-8.6	-0.3	-0.7	-6.7	1.09	2.1
N#C/C(=N\Nc1cccc(F)c1)C(=O)C1CC1	1.01	3.1	11.1	3.1	-1.8	-1.3	0.889	-7.1
COc1cc(NC(=O)C/C(C)=N/NC(=O)Cc2ccc(Cl)cc2)c(OC)cc1Cl	0.931	-6.0	-13.5	9.2	-3.3	6.9	1.14	-1.3
